T cell HTS: modulators of CD8 T cell-vesicle binding, primary screen, mouse 2C CD8+ T cells, flow cytometry; 2C CD8+ T cell-vesicle binding; stronger effect = lower value; calls only at 7 µM; 330,000 compounds, 0.068% hits;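 active = response, share of CD8 T cells binding vesicles, and their 90th percentile fluorescence all below set limits, cut at about 80% in these data, passing the limit was not always enough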
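Material: 2C TCR transgenic mouse naive CD8+ T cells, MACS-purified. Also added: QL9-charged Drosophila Ld/ICAM-1/B7-1 vesicles. Timing: binding 1.5 h at 37 °C. Measured by: high-throughput flow cytometry with anti-B7-1 and anti-CD8 staining. Read-out: percent CD8+ FL2 mean versus row control. Controls: Unloaded micro-vesicles (low), QL9 vesicles with 0.7% DMSO (high).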
T cell HTS vesicle-bound %: recorded beside T cell HTS, whose call it bears; double positive events, %; measured here: CD8+ vesicle-bound cell fraction;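 binding gate set so that unloaded-vesicle control wells show 10% double positive cells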
The depositor's hits bear a star; i = inactive. These rows are one share of the data, so the mix of outcomes need not match the whole.

SMILES	T cell HTS	T cell HTS vesicle-bound %
Cc1sc2nc(CSC(C)C(=O)Nc3ccc(C(N)=O)cc3)[nH]c(=O)c2c1C (stereo unspecified)	i	10.4
CC(C)(C)c1cc(NC(=O)COC(=O)c2ccc(O)cc2O)n(-c2ccccc2)n1	i	38.2
NC(=O)C1CCN(c2nc(-c3ccc4c(c3)OCCO4)cs2)CC1	i	7.0
O=C(COC(=O)/C=C/c1ccccc1Cl)NC1CCCC1	i	39.4
O=C(CNS(=O)(=O)c1ccc2c(c1)OCCCO2)N1CCN(c2ccc(F)cc2)CC1	i	34.7
COc1ccc(C(=O)OCc2ccccc2F)cc1S(=O)(=O)N1CCCC1	i	45.1
COc1cc(S(=O)(=O)n2ccc(C)n2)ccc1Cl	i	37.0
Cc1ccc(C)c(NC(=O)CN(C)C(=O)c2ccccc2Cc2ccccc2)c1	i	24.3
COc1cccc(NC(=O)CN(C)C(C)C(=O)N2CCCCC2)c1 (stereo unspecified)	i	40.4
O=C1NC[C@@H](c2ccccc2)OC(=O)[C@H](Cc2ccc(F)cc2)CC/C=C/C[C@H]1CC(=O)N(CCO)Cc1ccccc1	i	9.1
CC(C)NC(=O)Nc1cccc2c1O[C@H](CN(C)C(=O)NC1CCCCC1)[C@@H](C)CN([C@H](C)CO)C2=O	i	12.9
CCOC(=O)c1ccc2c(c1)N(C)C(=O)c1ccccc1S2	i	13.5
COc1ccccc1C(=O)COC(=O)CCCN=C1NS(=O)(=O)c2ccccc21	i	25.5
C[C@H]1Oc2ccccc2C(=O)C1C(=O)c1ccccc1 (stereo partly specified)	i	55.4
CC(=O)NCCNC(=O)c1ccc2c(c1)S(=O)(=O)c1ccccc1C2=O	i	24.4
C=CCNC(=O)C1CC1(c1cccc(C)c1)c1cccc(C)c1 (stereo unspecified)	i	10.8
Cc1ccc(CNC(=O)C2CCN(c3nc(C)cc(C)n3)CC2)cc1	i	52.4
CC1CCCC(C)N1C(=O)COC(=O)C1CCN(S(=O)(=O)c2ccc3c(c2)OCCO3)CC1 (stereo unspecified)	i	50.7
O=C(COC(=O)c1ccc(Br)c(S(=O)(=O)N2CCOCC2)c1)NCCc1ccccc1	i	20.9
COc1cc2cc(CCCO)oc(=O)c2cc1OC	i	5.8

Laid out differently: 4 of the compounds above.
| T cell HTS | T cell HTS vesicle-bound % | SMILES |
| --- | --- | --- |
| i | 10.4 | Cc1sc2nc(CSC(C)C(=O)Nc3ccc(C(N)=O)cc3)[nH]c(=O)c2c1C (stereo unspecified) |
| i | 37.0 | COc1cc(S(=O)(=O)n2ccc(C)n2)ccc1Cl |
| i | 50.7 | CC1CCCC(C)N1C(=O)COC(=O)C1CCN(S(=O)(=O)c2ccc3c(c2)OCCO3)CC1 (stereo unspecified) |
| i | 24.3 | Cc1ccc(C)c(NC(=O)CN(C)C(=O)c2ccccc2Cc2ccccc2)c1 |

Remaining list, next part
SMILES	T cell HTS	T cell HTS vesicle-bound %
CC(=O)NC(Cc1ccccc1)C(=O)NC(Cc1ccccc1)C(=O)O (stereo unspecified)	i	15.8
O=C(NCC1CCCO1)c1cccc(S(=O)(=O)Nc2cccc(C(F)(F)F)c2)c1 (stereo unspecified)	i	45.6
CC(=O)Nc1ccc(NC(=O)C(C)OC(=O)CCCc2c[nH]c3ccccc23)cc1 (stereo unspecified)	i	57.4
CCOCCCNC(=O)C1(O)c2cc(Br)ccc2NC(=O)N1c1cccc(OC)c1 (stereo unspecified)	i	20.5
N#Cc1ccc(Cn2c(=O)oc3ccccc32)cc1	i	25.3
CCCCCCSc1cc(-c2nc3ccc(Cl)cn3c2NC2CCCCC2)ccc1OC	i	42.1
COc1ccc(CCNC(=O)c2cc(S(=O)(=O)N3CCOCC3)ccc2N2CCCC2)cc1OC	i	56.4
CCc1noc(C)c1C(=O)N1CCN(S(=O)(=O)c2c(C)c(C)cc(C)c2C)CC1	i	28.7
O=C(c1c(F)cccc1F)N1CCN(S(=O)(=O)c2ccc3c(c2)OCCO3)CC1	i	38.0
COc1ccc(C(=O)NCCS(=O)(=O)NCC2CCCO2)cc1 (stereo unspecified)	i	21.1
Cc1cc(NC(=O)COC(=O)CNC(=O)c2cccs2)c([N+](=O)[O-])cc1C	i	29.1
COc1ccc(S(=O)(=O)N2CCOCC2)cc1NC(=O)COC(=O)CC1CC2CCC1C2 (stereo unspecified)	i	52.9
O=C(NCc1ccccc1Cl)C1=CC=CN2CCS(=O)(=O)N=C12	i	9.5
C#CCOCCOCCOCCNc1nc(N2CCN(C(=O)[C@H](CCC(=O)O)n3cc([C@@H](N)[C@H](C)CC)nn3)CC2)nc(N2CCN(C(=O)[C@H](CCCCN)n3cc([C@@H](N)CC(N)=O)nn3)CC2)n1	i	16.7
Cc1ccc2c(c1)c1c3n2CCN(CC#N)C3CCC1 (stereo unspecified)	i	29.7
O=C(Nc1ccccc1)C1CCOC1=O (stereo unspecified)	i	44.7
CO[C@H]1[C@@H]2C=CO[C@@H](O[C@H]3O[C@@H](CO)[C@H](O)[C@@H](O)[C@@H]3O)[C@@H]2[C@@]2(CO)O[C@@H]12	i	43.7
CCN(CC(=O)Nc1ccc(OC)cc1)C(=O)C1CCN(C(=O)c2ccc(Cl)cc2)CC1	i	43.1
COc1ccc(NS(=O)(=O)c2ccc(NN=Cc3ccc(C(=O)O)cc3)c([N+](=O)[O-])c2)cc1	i	11.0
Nc1ccncc1N	i	14.5
O=C(CN1C(=O)NC2(CCCCCCC2)C1=O)Nc1ccc(Br)cc1	i	37.4
C[C@@H]1NS(=O)(=O)[C@H]2C[C@@H]3C=C[C@]2(O3)[C@H]1OC(=O)c1ccc(C(C)(C)C)cc1	i	24.1
Cc1cnc(C(=O)OCC(=O)Nc2sc3c(c2C#N)CCC3)cn1	i	30.0
COC(=O)[C@]1(Cc2ccccc2)N[C@H](CN(C)C(=O)Nc2ccc(C(F)(F)F)cc2)[C@@H]2C(=O)N(Cc3ccccc3)C(=O)[C@@H]21	i	4.0
CCN(C(=O)COC(=O)c1ccccc1NCCO)c1cccc2ccccc12	i	45.0
CCCCN(C(=O)c1c(-c2ccccc2)noc1C)c1c(N)n(CCC)c(=O)[nH]c1=O	i	45.4
CCCCn1c(N)c(N(CCOC)C(=O)C2CCN(S(=O)(=O)c3ccc(F)cc3)CC2)c(=O)[nH]c1=O	i	15.8
CCOc1ccc(CCNC(=O)COC(=O)CNS(=O)(=O)c2ccc(NC(C)=O)cc2)cc1OCC	i	51.8
O=C(CCNC(=O)c1ccccc1Cl)NCC1CCCO1 (stereo unspecified)	i	10.6
COc1ccccc1CNC(=O)COC(=O)C1CC1	i	57.0
CCCOC(=O)c1ccc(NC(=O)CN(C)Cc2cccs2)cc1	i	1.6
CC(OC(=O)c1cc(=O)[nH]c2ccccc12)C(=O)NC1CCCC1 (stereo unspecified)	i	44.1
CC(Oc1ccc(C(=O)c2ccccc2)cc1)C(=O)N1CCOCC1 (stereo unspecified)	i	58.7
COc1ccc(Cl)cc1NC(=O)CN(C)C(=O)CCCNC(=O)c1ccc(Cl)cc1	i	40.4
CCOC(=O)C1=C(COC(=O)c2ccc3ccccc3c2O)NC(=O)NC1C (stereo unspecified)	i	30.7
COc1cccc(NC(=O)CN(C)C(=O)C23CC4CC(CC(Cl)(C4)C2)C3)c1	i	51.7
O=C(CCCC(=O)c1ccccc1)Nc1ccc(O)cc1	i	48.6
COc1ccc2oc(C(=O)OCC(=O)N3CCCC3=O)c(C)c2c1	i	39.5
O=C(COC(=O)C1CC2CCCC(C1)C2=O)Nc1ccc(Cl)cn1 (stereo unspecified)	i	46.5
CCOC(=O)c1ccc(/C=C2\c3ccccc3C(=O)N2c2ccccc2)cc1F	i	12.0
Cc1cc(F)ccc1NC(=O)Cn1c(C)csc1=O	i	32.8
O=C1OCc2nc3cc4c(cc3c(-c3ccc(F)cc3)c21)OCO4	i	15.5
CCc1noc(C)c1C(=O)OC(C)C(=O)c1c(C)[nH]c2ccccc12 (stereo unspecified)	i	39.7
O=C(COC(=O)CCc1c[nH]c2ccccc12)NCCc1ccccc1	i	38.0
Nc1ccc(C(=O)NNC(=O)C2COc3ccccc3O2)cc1[N+](=O)[O-] (stereo unspecified)	i	27.1
Cc1ccc(NC(=O)CN(C)C(=O)Cc2c[nH]c3ccccc23)cc1	i	38.2
Cc1ccc(C(=O)NCC(=O)OCc2c(F)cccc2Cl)s1	i	44.6
COc1ccccc1C(CNC(=O)c1cccc(NS(=O)(=O)c2ccc(Br)cc2)c1)N(C)C (stereo unspecified)	i	32.8
COc1cc2c(cc1OC)C(c1ccccc1)NCC2 (stereo unspecified)	i	14.6
O=C(NCc1nnnn1-c1ccc(F)cc1)C1CC(=O)N(c2ccc(F)cc2)C1 (stereo unspecified)	i	40.9
O=C(c1ccc(S(=O)(=O)N2CCCCCC2)cc1)N1CCN(Cc2ccccc2)CC1	i	19.8
CCCCCCCCCCCCN1[C@@H](CC(C)=O)c2cc(F)cc(F)c2S1(=O)=O	i	7.5
CSc1ccc(COC(=O)c2cc([N+](=O)[O-])ccc2N2CCOCC2)cc1	i	16.7
CCCCn1c(N)c(N(CC(C)C)C(=O)c2c(-c3ccccc3)noc2C)c(=O)[nH]c1=O	i	33.8
Cc1cc(Cn2nc(-c3ccccc3C)cc2C(=O)O)on1	i	27.3
CCOc1ccccc1N1C(=O)CN(Cc2ccc(OC)c(OC)c2)C1=S	i	13.7
CCOc1cc(C(=O)OCc2ccc([N+](=O)[O-])cc2)ccc1OCC(=O)N1CCOCC1	i	23.6
CC(=O)c1ccc(OCC(=O)OC(C)C(=O)NC2CCCCC2)cc1 (stereo unspecified)	i	13.2
O=C(O)CC1(CC(=O)Nc2ccccc2Br)CCCC1	i	28.3
CN1C(=O)C(c2ccccc2[N+](=O)[O-])C(=O)c2ccccc21 (stereo unspecified)	i	36.9

Profiles from above:
`CCOc1ccccc1N1C(=O)CN(Cc2ccc(OC)c(OC)c2)C1=S` is listed with T cell HTS: i; T cell HTS vesicle-bound %: 13.7
`O=C(NCc1nnnn1-c1ccc(F)cc1)C1CC(=O)N(c2ccc(F)cc2)C1` (stereo unspecified) is listed with T cell HTS: i; T cell HTS vesicle-bound %: 40.9
`COc1cc2c(cc1OC)C(c1ccccc1)NCC2` (stereo unspecified) is listed with T cell HTS: i; T cell HTS vesicle-bound %: 14.6

Continuation.
SMILES	T cell HTS	T cell HTS vesicle-bound %
CC1(C)C(=O)Nc2ccccc2N1C(=O)COC(=O)CNS(=O)(=O)c1ccc(F)c(F)c1F	i	38.0
O=C(O)c1cc([N+](=O)[O-])c(Sc2nc3ccccc3[nH]2)c([N+](=O)[O-])c1	i	30.1
Cc1noc(C)c1NC(=O)N(C)C[C@H]1Oc2ccc(NC(=O)CCC(F)(F)F)cc2C(=O)N([C@H](C)CO)C[C@@H]1C	i	26.4
NC(=O)CSc1ccc(S(=O)(=O)N2CCOCC2)cn1	i	37.8
c1ccc(-c2cncnc2)nc1	i	18.1
CN(CC(=O)Nc1cccc(S(=O)(=O)N2CCCC2)c1)Cc1ccccc1	i	51.8
COc1ccccc1NS(=O)(=O)c1cc(NC(=O)c2cccnc2)ccc1N1CCCCC1	i	38.2
C[C@H](CO)N1C[C@H](C)[C@@H](CN(C)Cc2ccncc2)Oc2c(NS(=O)(=O)c3ccc(Cl)cc3)cccc2C1=O	i	5.7
COc1ccc(C2=NN(C(=O)CSc3nnnn3C)C(c3ccco3)C2)cc1 (stereo unspecified)	i	31.7
O=C(Cc1ccc(NS(=O)(=O)c2cccc(C(F)(F)F)c2)cc1)NCCN1CCOCC1	i	26.7
O=C(NNC(=O)c1ccco1)c1ccc(NS(=O)(=O)c2cccs2)cc1	i	45.1
CC(OC(=O)c1c[nH]c2ccccc12)C(=O)N1CCCC1 (stereo unspecified)	i	28.5
COc1ccc(C(=O)CC(=O)C(=O)Nc2cc(OC)ccc2OC)cc1	i	27.9
O=C(COC(=O)C1COc2ccccc2O1)Nc1ccc(Cl)cc1 (stereo unspecified)	i	44.5
COc1ccc(C(C)=O)cc1CSc1ccc(S(=O)(=O)N2CCOCC2)cn1	i	14.8
Cc1cc(OCC(=O)OCC(=O)N2c3ccccc3NC(=O)C2(C)C)ccc1Cl	i	34.0
Nc1ccc(C(=O)OCC(=O)Nc2cccc(S(=O)(=O)NC3=NCCCCC3)c2)cc1[N+](=O)[O-]	i	52.9
COCCN(C(=O)CSc1nnc(-c2ccccc2OC)o1)c1c(N)n(CC(C)C)c(=O)[nH]c1=O	i	37.5
Cc1ccc(CNC(=O)c2ccc(N3CCC4(CC3)CC(c3cccc(Br)c3)=NO4)c(NC(=O)c3ccc(Br)cc3)c2)cc1	i	10.4
COc1ccc(NC(=O)CCCN2C(=O)CN(C)C2=O)cc1Cl	i	15.2
O=C(/C=C/c1ccccc1)OCC(=O)c1c[nH]c2ccccc12	i	6.8
CCOC(=O)C1Nc2c(F)cc(C)cc2C2c3ccccc3CC12 (stereo unspecified)	i	24.9
COc1cc(OC)c(N(C)S(=O)(=O)c2cccc(C(=O)OCC(=O)N3CCOCC3)c2)cc1Cl	i	28.7
Cc1ccc(S(=O)(=O)N2CCN(C(=O)c3n[nH]c4ccccc34)CC2)cc1	i	42.2
COCC(=O)N(C)C[C@H]1N[C@@](C)(C(=O)OC)[C@H]2C(=O)N(C)C(=O)[C@@H]12	i	29.0
Cc1ccc(/C=C/C(=O)c2ccc([N+](=O)[O-])o2)cc1	i	47.5
